From PubChem BioAssay
RMI FANCM FP: RMI-FANCM interaction inhibition | Fluorescence polarization, RMI core complex with F-MM2 peptide; active compounds read low | FP signal (polarization) at 33 µM | 70,000 compounds, 0.58% hits | AID 1159607; in the data active means FP signal below about 40; further: inactives centre near 61; strong numbers were not always called active; unit not given here
* marks the source's active call; other numbers are inactive results; & = joins results of further samples. An excerpt. The share of hits here may be higher or lower than overall.

SMILES	RMI FANCM FP
O=C(Cn1cnc2c(nnn2Cc2ccccc2)c1=O)Nc1ccccc1C(F)(F)F	61
CC1=NN(CCC#N)C(=O)/C1=C\c1ccc(N(C)C)cc1	60
Cn1cc(NC(=O)NCc2ccc(F)cc2)c2ccccc21	52
CCOc1ccc2nc(SCCc3ccccc3)[nH]c2c1	58
CN(C)/C=C/C(=O)c1ccccc1	63
CC(=O)N1CCC(c2ccccc2)CC1	69
Cc1ccc(NC(=O)C(=O)N/N=C\c2ccccn2)cc1C	51
Cn1c(C2CCN(S(C)(=O)=O)CC2)nn(Cc2cccc(C(F)(F)F)c2)c1=O	63
CCOC(=O)N1CCN(S(=O)(=O)c2ccc(C(=O)Nc3nc4cc5c(cc4s3)OCO5)cc2)CC1	71
CN(C)/C=C1\COc2ccc(Cl)cc2C1=O	60
CC(C)Oc1ccc(NC(=O)CCc2ccccc2)cc1	65
Cc1ccccc1-c1noc(-c2ccc[nH]c2=O)n1	74
Cc1ccc2nc(C)c(NC(=O)c3ccccc3I)c(=O)n2c1	56
Oc1ccccc1C=Nc1ncn[nH]1	54
O=c1oc2ccc(NS(=O)(=O)c3ccc(Cl)cc3)cc2s1	57
Cc1oc(C(C)(C)C)cc1C(=O)CC#N	57
Cc1[nH]c2ccccc2c1C(Nc1ccccn1)c1cccc(Br)c1 (stereo not given)	56
CC(=O)c1sc(NC(=O)CCS(=O)(=O)c2ccc(Cl)cc2)nc1C	54
CCCN1CCCc2cc(CCNC(=O)C(=O)NCc3ccccc3)ccc21	83
COC(=O)Nc1ccc2c(c1)N(C(=O)c1ccccc1)CCC2	70
Cc1ccc(Cl)cc1N/C=C(\C#N)c1nc(-c2cc3cc(Br)ccc3oc2=O)cs1	58
Cc1oc(S(=O)(=O)N2CCOCC2)cc1-c1nc(-c2ccc(C(F)(F)F)cc2)no1	61
O=C(CSc1ccc(F)cc1)Nc1ccc2scnc2c1	57
COc1ccc(C(=O)NCC(c2cccn2C)N2CCc3ccccc3C2)cc1 (stereo not given)	62
Cc1nnc(NC(=O)CSc2ccc(-c3cccnc3)nn2)s1	57

Structures listed so far that have an aryl thioether with sulfur outside any ring, in the order listed:
SMILES	RMI FANCM FP
CCOc1ccc2nc(SCCc3ccccc3)[nH]c2c1	58
O=C(CSc1ccc(F)cc1)Nc1ccc2scnc2c1	57
Cc1nnc(NC(=O)CSc2ccc(-c3cccnc3)nn2)s1	57

(listing goes on)
SMILES	RMI FANCM FP
O=C(NCc1ccc(F)cc1)N1CCN(Cc2nc(-c3cccs3)cs2)CC1	58
COc1ccc(N2CCN(c3ncnc4scc(-c5ccc(Cl)cc5)c34)CC2)cc1	83
O=C(Cc1cc(=O)[nH]c(SCc2cccc(Cl)c2)n1)NCc1ccccc1Cl	60
O=C(Nc1ccc(S(=O)(=O)Nc2cccc(C(F)(F)F)c2)cc1)c1cccs1	50
COc1ccc(OC)c(NC(C)=O)c1	58
CC(=O)c1ccc(NS(=O)(=O)c2cc([N+](=O)[O-])c(C)cc2C)cc1	62
Cc1ccc(/C=C(\C#N)C(=O)Nc2ccccc2Cl)o1	63
C[n+]1ccccc1/C=N/O	58&50
COCCNC(=O)Nc1c[nH]c2ccccc12	53
CC1CC(C)CN(S(=O)(=O)c2ccc(C(=O)Nc3sccc3C#N)cc2)C1 (stereo not given)	80
COc1ccc(-c2[nH]ncc2/C=N\NC(=S)NC(C)(C)C)cc1	56
COc1ccc(Cl)cc1NC(=O)NCCOc1cc(N2CCOCC2)ncn1	59
Cc1cc(S(=O)(=O)N2CCN(c3ccc(-c4ccc(Cl)cc4)nn3)CC2)ccc1F	92
COc1ccccc1NC(=O)N1CCN(Cc2ccccc2)CC1	47
O=c1[nH]ncn2c1c(-c1ccccc1)c1cc([N+](=O)[O-])ccc12	58
Cc1cccc(Cn2cnc3c(cnn3CCNC(=O)C3CC3)c2=O)c1	67
CC(=O)Nc1ccc(N=Nc2ccccc2)cc1	53
O=c1cc(O)cc(/C=C/c2ccc(O)c(O)c2)o1	15*
O=C(NCCCSc1ccc(Cl)cc1)Nc1ncccn1	56
CN(C)CCCN(C(=O)c1cc2c(ccc3ccccc32)oc1=O)c1nc2cc3c(cc2s1)OCCO3	186
CCOC(=O)/C(C#N)=C/Nc1ccc(Oc2cncc(Cl)c2)nc1	58
O=C1CCc2cc(NC(=O)C3CCCO3)ccc2N1 (stereo not given)	67
Cc1cn2c3c(=O)n(Cc4cccc5ccccc45)c(=O)n(C)c3nc2n1CCCN(C)C	88
CC(=O)Nc1c(N)[nH]c(=S)[nH]c1=O	68
CCOC(=O)c1sc(COc2ccc(C3SCCS3)cc2)nc1C	58

Exported as labelled records: part of the list above
compound: O=C(NCc1ccc(F)cc1)N1CCN(Cc2nc(-c3cccs3)cs2)CC1
- RMI FANCM FP = 58
compound: COc1ccc(N2CCN(c3ncnc4scc(-c5ccc(Cl)cc5)c34)CC2)cc1
- RMI FANCM FP = 83
compound: O=C(Cc1cc(=O)[nH]c(SCc2cccc(Cl)c2)n1)NCc1ccccc1Cl
- RMI FANCM FP = 60
compound: O=C(Nc1ccc(S(=O)(=O)Nc2cccc(C(F)(F)F)c2)cc1)c1cccs1
- RMI FANCM FP = 50

Additional records.
SMILES	RMI FANCM FP
C/C(=N/O)c1csc(-c2snnc2C)n1	59
CC(=O)N1CCN(CC(O)COc2ccc(OCc3ccccc3)cc2)CC1 (stereo not given)	56
Cc1ccc(NS(=O)(=O)c2ccc3c(c2)C(=O)c2cc(S(=O)(=O)Nc4ccc(C)cc4)ccc2-3)cc1	49
COc1ccc(-n2c(=S)[nH]c3cc(C(=O)NCc4ccc(F)cc4)ccc3c2=O)cc1	60
O=C1CC(N2CCCCC2)C(=O)N1c1ccc(Br)cc1 (stereo not given)	58
Cc1[nH]c2ccccc2c1C(=O)CSc1nc2scc(-c3ccco3)c2c(=O)n1-c1ccccc1	91
COc1ccc(NC(=O)Nc2cccc(-c3ccc(N4CCCC4)nn3)c2)cc1	72
O=C(NCc1ccc(F)cc1)C(=O)Nc1ccc(Cl)c(N2CCCS2(=O)=O)c1	66
CC(=O)S[C@@H]1CC2=CC(=O)CC[C@]2(C)[C@H]2CC[C@@]3(C)[C@@H](CC[C@@]34CCC(=O)O4)C12 (stereo not given in full)	63
COc1ccc(-c2nnc(N)o2)cc1OC	69
O=[N+]([O-])c1ccc(Cc2ccncc2)cc1	56
N#Cc1c(NC(=O)C2CC2)sc2c1CCC2	57
O=C(NCCc1ccccc1)C(=O)NCCN1CCN(c2ccccc2F)CC1	65
Cc1nc(OC(C)C)cc(N2CCN(C(=O)c3cccs3)CC2)n1	53
COc1ccc(CO)cc1OCc1ccccc1	54
CC1(C)OC(=O)C(=Cc2cccn2-c2ccc(OC(F)(F)F)cc2)C(=O)O1	55
Cc1cc(C)n(C(=O)c2ccc(Cl)c(S(=O)(=O)N3CCCCCC3)c2)n1	52
S=C(NCCc1ccccc1)NNC(=S)NC1CC2C=CC1C2 (stereo not given)	60
Cc1nc(-c2ccccc2)sc1C(=O)O/N=C(/N)c1ccc([N+](=O)[O-])o1	62&55
N#Cc1ccc(CSc2nccc(-c3ccc4c(c3)OCO4)n2)cc1	168
CN1CCC(/C=C/c2cccs2)=N1	56
O=[N+]([O-])c1ccc2c(c1)C(c1ccccc1)=Nc1ccc([N+](=O)[O-])cc1C(c1ccccc1)=N2	54
CC(C)c1ccc(N(C(=O)c2cc3ccccc3oc2=O)C2C=CS(=O)(=O)C2)cc1 (stereo not given)	57
Cn1nc(-c2ccccc2)cc1NS(=O)(=O)c1ccc(C(F)(F)F)cc1	53
COc1ccc(NC(=O)Cc2cc(=O)[nH]c(SCc3cccc(Cl)c3)n2)c(OC)c1	57

The list continues.
SMILES	RMI FANCM FP
CCOC(=O)CSc1nnc(NC(=O)NC(C)(C)C)s1	55
CCN1C(=O)Cc2cc(NS(=O)(=O)c3ccc(Cl)s3)ccc21	68
O=C(CSc1nc2c(c(=O)n1-c1ccc([N+](=O)[O-])cc1)SCC2)N1CCCc2ccccc21	24*
O=C(O)c1cccc(-n2cnnn2)c1	67
CCN(CC)C(=S)Oc1ccc(-c2noc(C)n2)cc1	48
CN(C)CCCN(C(=O)/C=C/c1ccccc1)c1nc2ccc(Cl)cc2s1	112
O=C(CSc1nnc(NC(=O)COc2ccc(Cl)cc2Cl)s1)Nc1nccs1	57
O=C(Nc1cc(F)ccc1F)N1CCN(c2ccnc3cc(Cl)ccc23)CC1	60
COc1ccc(Cl)cc1S(=O)(=O)NCC(c1cccn1C)N1CCCC1 (stereo not given)	61
O=C(C(=O)N1CCc2ccccc2C1)c1c[nH]c2ccccc12	60
O=C(Nc1ccccc1-c1nc2ccccc2[nH]c1=O)c1ccc(Br)o1	71
CN1CCN(NC(=O)NC2CC(=O)N(c3cccc(F)c3)C2)CC1 (stereo not given)	57
O=C(CSc1nccn2nc(-c3ccc(Cl)cc3)cc12)N1CCN(c2ccccc2F)CC1	85
COc1ccc(C(=O)Nc2nnc(-c3cc(OC)ccc3OC)o2)cc1	63
COc1ccc(Cl)cc1C(=O)NCC(c1ccc2c(c1)CCCN2C)N1CCN(C)CC1 (stereo not given)	75
CS/C(Nc1cccc(Cl)c1Cl)=C(/C#N)C(=O)c1cccs1	53
CSc1nnc(-c2ccc(S(=O)(=O)N=S(C)(=O)c3ccc(Cl)cc3)s2)n1C (stereo not given)	52
COc1ccc(OC)c2[nH]c(=O)c(CCNC(=O)c3ccco3)cc12	57
Cc1ccc(S(=O)(=O)CCCC(=O)Nc2nc3ccc4sc(C)nc4c3s2)cc1	76
Cn1nccc1C(=O)Nc1cc(Cl)ccc1Cl	69
CCOC(=O)c1[nH]c2ccccc2c1NC(=O)c1ccc(S(=O)(=O)N2CCCCC2)cc1	62
Cc1ccc2nc(NC(=O)c3ccc([N+](=O)[O-])cc3)[nH]c(=O)c2c1	53
Cc1cc(-c2onc(C)c2-c2nc(-c3cccc(C(F)(F)F)c3)no2)no1	55
O=C(Nc1c(F)cc(Br)cc1F)C(Cl)Cl	49
O=C(Nc1ccc(F)cc1F)N1CCN(c2ccc3nncn3n2)CC1	67

(further entries)
SMILES	RMI FANCM FP
O=C(CS(=O)(=O)c1c[nH]c2ccccc12)N1CCc2ccccc21	59
O=C(N/N=C\c1ccco1)c1cccnc1	56
COc1ccc(S(=O)(=O)Nc2ccc3c(c2)N(C(=O)c2ccco2)CC3)c(C)c1	72
O=C(CCCn1nc(-c2ccc(F)cc2)ccc1=O)Nc1nccs1	77
COc1ccc2c(c1)sc(=NC(=O)CS(=O)(=O)c1ccc(F)cc1)n2C	63
O=C(CSCc1cccc2ccccc12)NNC(=O)C(F)(F)F	63
CS(=O)(=NS(=O)(=O)NC(=O)Nc1cccc(C(F)(F)F)c1)c1ccccc1 (stereo not given)	54
Cc1ccc(-c2nn(CCC(=O)O)cc2/C=C2\SC(N)=NC2=O)cc1	62
O=[N+]([O-])c1ccc(CSC2=NS(=O)(=O)c3ccccc3N2)cc1	53
COc1cc(C(=O)Nc2cccc(-c3ccc(N4CCOCC4)nn3)c2)cc(OC)c1OC	55
CC(C)COc1ccc(S(=O)(=O)Nc2ccc3c(c2)C(=O)Nc2ccccc2O3)cc1	63
O=C1CSC(=Nc2c(Br)cc(F)cc2Br)N1Cc1cccs1	58
COc1ccc(-c2c(NC(=O)c3cccs3)oc3ccc(Cl)cc3c2=O)cc1OC	66
Cc1ccnc(SCc2cn3cccnc3n2)n1	58
COc1ccc(NC(=O)CSc2nnc3ccc(-c4ccccn4)nn23)cc1OC	67
O=C(Nc1nc(-c2ccccc2)cs1)c1cc([N+](=O)[O-])ccc1Cl	55
O=C(Nc1nccs1)c1ccc2c(c1)OCCO2	60
CN(Cc1ccco1)S(=O)(=O)c1ccc(C(=O)Nc2nc3c(s2)CSc2ccccc2-3)cc1	57
CO[C@@]1(NC(=O)C(C(=O)O)c2ccc(O)cc2)C(=O)N2C(C(=O)O)=C(CSc3nnnn3C)CO[C@@H]21 (stereo not given in full)	65
CCC(C(=O)Nc1cc(-c2cccs2)nn1-c1nc(C)c(C)c(=O)[nH]1)c1ccccc1 (stereo not given)	61
CSc1nnc(C(C)(C)C)c(=O)n1/N=C\c1c(O)ccc2ccccc12	71
CN(C)c1ccc(C(CNC(=O)c2c(F)cccc2F)N(C)C)cc1 (stereo not given)	61
Cc1cccc(C)c1NS(=O)(=O)c1ccc(N)cc1	57
C=CCNC(=O)/C(=C/c1cccc(Oc2ccccc2)c1)NC(=O)c1ccc(Cl)cc1	71
N=c1c2c3c(sc2ncn1N)CCC3	56

Part of the list above in order of molar mass, falling.
SMILES	RMI FANCM FP
CSc1nnc(C(C)(C)C)c(=O)n1/N=C\c1c(O)ccc2ccccc12	71
O=C(CCCn1nc(-c2ccc(F)cc2)ccc1=O)Nc1nccs1	77
Cc1ccnc(SCc2cn3cccnc3n2)n1	58

More records.
SMILES	RMI FANCM FP
CN(C)CCN(C(=O)c1ccc([N+](=O)[O-])o1)c1nc2cc3c(cc2s1)OCCO3	77
CN(Cc1ccccc1)S(=O)(=O)c1ccc(C(=O)Nc2nc3c(s2)C(=O)CC(C)(C)C3)cc1	61
CCOC(=O)c1sc(NC(=O)Nc2ccc([N+](=O)[O-])cc2)cc1C	62
O=C(CSc1nnc2ccc(-c3ccc4c(c3)OCO4)nn12)N1CCCc2ccccc21	54
CC(=O)Nc1ccc(C2=NN(C(C)=O)C(c3ccc4nccnc4c3)C2)cc1 (stereo not given)	62
O=C(Nc1scc2c(C(=O)O)nn(-c3ccc(C(F)(F)F)cc3)c(=O)c12)c1c(F)cccc1Cl	59
COCC(=O)Nc1ccc2nc(C)n(-c3ccc(Cl)cc3)c(=O)c2c1	64
O=S(=O)(NCC1CCN(Cc2ccco2)CC1)c1cc(F)ccc1F	73
CC(=O)Nc1ccc(C(=O)NCCNS(=O)(=O)c2ccc(OC(F)(F)F)cc2)cc1	61
CSC(=NC#N)N1CCN(C(=NC#N)SC)CC1	54
CN1CCN(S(=O)(=O)c2ccc(NC(=S)NC(=O)CCc3ccccc3)cc2)CC1	82
